PPC-1+TRAIL kill: compounds killing PPC-1 cancer cells with TRAIL present (potentiator screen, no TRAIL-free arm); AID 1443; 220,000 tested, 0.41% active; cell killing (% activity), % at 4 µM; PPC-1 cells + TRAIL, ATPLite viability luminescence;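 active means cell killing above 50% in the first pass at 4 µM, then a duplicate retest at 5 µM averaging 50% or more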;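 further: plate controls were cells with TRAIL plus DMSO for no effect and medium-only wells lacking cells for full effect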
p97 inhibitor: inhibitors of human p97 ATPase; 220,000 tested, 0.42% active; recombinant p97 ATPase, Kinase-Glo ATP luminescence, 3 h; AID 1481; P55072; inhibition, % at 8 µM; in the data active means inhibition above about 15%;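 further: 0% = DMSO vehicle and 100% = wells lacking enzyme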
Target sequence (P55072 whole entry, looked up): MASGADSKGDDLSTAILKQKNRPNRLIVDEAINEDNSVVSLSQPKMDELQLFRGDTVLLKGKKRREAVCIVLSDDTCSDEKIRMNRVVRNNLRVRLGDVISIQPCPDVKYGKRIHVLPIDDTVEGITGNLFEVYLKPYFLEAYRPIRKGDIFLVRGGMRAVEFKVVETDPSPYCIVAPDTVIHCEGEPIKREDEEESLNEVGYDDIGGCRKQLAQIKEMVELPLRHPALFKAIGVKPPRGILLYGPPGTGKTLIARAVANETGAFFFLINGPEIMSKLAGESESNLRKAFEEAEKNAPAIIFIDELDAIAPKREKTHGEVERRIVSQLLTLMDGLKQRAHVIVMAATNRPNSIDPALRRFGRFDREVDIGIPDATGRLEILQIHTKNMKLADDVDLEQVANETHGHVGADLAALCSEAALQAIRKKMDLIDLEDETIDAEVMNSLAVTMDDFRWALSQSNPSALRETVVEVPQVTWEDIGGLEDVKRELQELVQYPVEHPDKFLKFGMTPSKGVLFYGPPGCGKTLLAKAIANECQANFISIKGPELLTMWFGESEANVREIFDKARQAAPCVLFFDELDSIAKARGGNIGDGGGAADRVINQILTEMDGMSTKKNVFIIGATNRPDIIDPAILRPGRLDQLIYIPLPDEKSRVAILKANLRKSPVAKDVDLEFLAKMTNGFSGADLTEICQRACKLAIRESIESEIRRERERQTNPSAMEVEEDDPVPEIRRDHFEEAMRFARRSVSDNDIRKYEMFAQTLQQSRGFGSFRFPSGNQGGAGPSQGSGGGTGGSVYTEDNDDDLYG
TbHK1 inh: T. brucei hexokinase 1 inhibition; recombinant TbHK1, G6PDH-coupled NADH A340; inhibition, % at 10 µM; 220,000 tested, 0.11% active;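 active means inhibition of 50% or more in the single-dose primary screen; inactive means inhibition below 50%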
EP2 antag: inhibitors of human EP2 prostaglandin E2 receptor | C6 glioma cells expressing human EP2, cAMP TR-FRET; cells stimulated with saturating PGE2 | 260,000 tested, 0.52% active | inhibition, % at 25 µM | P43116 | AID 1422;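 active means percent inhibition above 40 after rounding to a whole number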;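 further: rat C6 glioma host cells with rolipram phosphodiesterase inhibitor present; the protocol text gives 20 µM as final concentration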
RBBP9 inh: human RBBP9 hydrolase inhibition. O75884. 220,000 tested, 0.2% active. AID 1515. inhibition, % at 7.94 µM. recombinant RBBP9, FP-Rh probe fluorescence polarization;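 active means inhibition above the campaign mean of all tested compounds plus 3 SD, cut at about 14% in these data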;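 further: plate controls were DMSO wells with RBBP9 for no effect and wells lacking RBBP9 protein for full effect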
Target sequence (O75884 whole entry, looked up): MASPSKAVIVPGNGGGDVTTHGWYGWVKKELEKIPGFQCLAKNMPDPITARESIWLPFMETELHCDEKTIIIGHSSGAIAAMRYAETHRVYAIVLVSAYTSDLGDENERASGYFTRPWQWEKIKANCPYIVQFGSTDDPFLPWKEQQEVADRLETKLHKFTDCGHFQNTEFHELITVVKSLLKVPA
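Measured by: FP readout at 525/598 nm; material: recombinant human RBBP9; also added: Serine-hydrolase probe FP-Rh, 375 nM pre-mixing; medium: Tris buffer pH 8.0, NaCl, Pluronic; replication: one well per compound; doses: one concentration, 7.94 µM nominal, 0.794% DMSO; timing: preincubation 30 min plus labeling 45 min at 25 °C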
Furin inh: blocks human furin protease activity; P09958; purified furin, fluorogenic substrate cleavage; inhibition, % at 30 µM; 220,000 tested, 0.061% active; AID 463115; in the data active means inhibition above about 25%; further: inactives centre near -15
BaF3 parental: counter-screen for JAK2V617F inhibitors: parental Ba/F3 viability inhibitors | CellTiter-Glo ATP luminescence | inhibition, % at 5.6 µM | 220,000 tested, 1.1% active;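 active means inhibition above a per-campaign cutoff, the mean inhibition of all tested compounds plus 3 SD, cut at about 27% in these data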;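 further: 0% = DMSO wells and 100% = JAK Inhibitor I control wells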
NCF1 inh: inhibitors of human p47phox binding; inhibition, % at 24.7 µM; AID 1274; p47phox/p22phox peptide binding, fluorescence polarization, 2 h; P14598; 220,000 tested, 0.53% active;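 active means inhibition above about 30%, limit read from the data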;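 further: 0% = p47phox with labelled peptide and 100% = labelled peptide alone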
Ba/F3 V617F tox: loss of viability in JAK2V617F-driven Ba/F3 cells; 220,000 tested, 1.1% active; inhibition, % at 5.6 µM; Ba/F3 EpoR-JAK2V617F viability, ATP luminescence;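 active means inhibition above the campaign mean plus 3 SD over all tested compounds, cut at about 24% in these data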;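 further: cytokine-independent growth of Ba/F3 cells driven by EpoR plus mutant JAK2; 0% = DMSO-treated cells and 100% = JAK inhibitor I control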
An asterisk follows results filed as active; . = no result given; & = joins results of further samples; [ ] = another dose, or the depositor's remark.

SMILES,PPC-1+TRAIL kill,p97 inhibitor,TbHK1 inh,EP2 antag,RBBP9 inh,Furin inh,BaF3 parental,NCF1 inh,Ba/F3 V617F tox
CCCc1nc2n[nH]c(N)c2c2c1CCCC2,-21,6,-10,11,-5,-12,3,-6,25*
O=C(COc1ccc2c(c1)CCC2)NCc1ccc(Cl)cc1,7,-5,33,12,-14,-6,4,-9,2
Fc1cccc(-c2nn[nH]n2)c1,-1,-2,-4,9,-5,-14[20 µM],6,5,-1
Cc1nn(S(=O)(=O)c2ccccc2)c(C)c1Sc1ccc([N+](=O)[O-])cc1,-22,-1,-4,13,-11,-3[20 µM],5,-7,1
Cc1ccc(Nc2nc(CSc3nnc(-c4cccnc4)n3-c3ccccc3C)cs2)cc1,24,4,-12,9,-5,3,0,-52,-1
O=C(Nc1ccc2c(c1)OCCO2)c1ccc(Cl)c(S(=O)(=O)N2CCOCC2)c1,8,0,-3,10,-4,-23[20 µM],4,-4,-1
COc1ccc2cc3cc(C(=O)N4CCN(Cc5ccc6c(c5)OCO6)CC4)oc3nc2c1,32,1,-16,.,-5,-284,5,-9,-3
CCn1cc(C(=O)OC(C)C(=O)Nc2c(C)n(C)n(-c3ccccc3)c2=O)c(=O)c2ccc(C)nc21 (stereo unspecified),20,-1,-9,16,-9,-12,2,-11,-1
S=c1[nH]nc(-c2ccccn2)n1/N=C/c1cccc2ccccc12,14,8,27,7,-1,-11,7,6,-1
CN1CCN(CC(=O)Nc2ccc(Cl)cc2Cl)CC1,22,0,-2,8,-4,-24[20 µM],-1,-9,-4
CCn1nnnc1SCC(=O)NCc1ccco1,-2,-1,7,5,1,-10,5,-6,2
COc1ccc2nc(NC(=O)CSc3nnnn3C3CCCCC3)sc2c1,11,-3,8,5&6,-4,-8,3,-17,2
CCn1c(SCC(=O)N2CCOCC2)nc2c(c1=O)SC(C)C2 (stereo unspecified),31,5,-25,7,-7,2[20 µM],0,-14,2
Cn1nnc(NC(=S)NC(=O)c2cc3ccccc3o2)n1,9,7,-6,7,-3,-31,-4,-23,0
Cc1ccc2c(c1)C(=O)CC1(CCC(C(C)(C)C)CC1)O2 (stereo unspecified),2,.,-7,8,.,-17,.,-6,.
CC1(C)CC2(CC(c3cccs3)c3cc(Cl)c(O)cc3O2)NC(=S)N1 (stereo unspecified),11,7,-3,.,-4,-19[20 µM],1,5,-3
O=C(Cn1cnc2ccccc2c1=O)c1ccc2c(c1)OCCO2,9,4,-3,18,-4,-21,0,6,-3
CC(C)NC(=O)CN(c1cccc(Br)c1)S(C)(=O)=O,-4,-1,-2,5,-8,-23,3,0,0
Oc1ccc2ccccc2c1C=Nc1ccccc1,5,5,-4,16,-6,-13,3,-17,0
CNC(=O)/C(C#N)=C/c1c(N(Cc2ccccc2)Cc2ccccc2)nc2ccccn2c1=O,29,1,-18,5,-2,3,10,-15,5
Cc1cccc(-n2nnnc2SCC(=O)Nc2cccc(S(N)(=O)=O)c2)c1,10,11,-2,15,-6,-14,-1,9,-3
COc1cc(/C=C/C(=O)Nc2ccncc2)cc(OC)c1OC,8,4,-17,7,-2,7,0,20,-2
Cc1nc2ccccc2c2oc(C(=O)N3CCN(C(=O)c4ccco4)CC3)cc12,11,-2,-3,5,-4,-14,10,-1,4
COc1cc(CN2CCC(C(=O)N3CCN(c4ccccc4F)CC3)CC2)cc(OC)c1OC,4,-11,-3,10,-5,-13[20 µM],5,-21,1
Cn1c(=O)c(=O)n(C)c2cc(S(=O)(=O)N3CCOCC3)ccc21,8,7,-19,4,-5,-18,2,-7,1
O=C(c1ccc2c(c1)N(Cc1ccccc1F)C(=O)c1ccccc1S2)N1CCOCC1,8,1,-9,7,-9,-17,1,-15,-3
N#C/C(=C(/O)COC(=O)CCCNC(=O)c1ccc(Cl)cc1)c1nc2ccccc2[nH]1,4,-2,1,6,0,-17,7,-15,5
O=C(N/N=C\c1cc([N+](=O)[O-])ccc1N1CCCC1)c1ccccn1,13,1,-10,7,-3,-11,5,-4,2
Cc1cc(C)n(-c2nc(N(c3ccccc3)c3ccccc3)nc(-n3nc(C)cc3C)n2)n1,-2,-3,-12,29,-3,-16[20 µM],1,-5,1
CC(=O)c1c(C)[nH]c(C(=O)Nc2ccc(S(=O)(=O)N(C)C)cc2)c1C,12,8,-3,4,3,-18,2,1,-1
O=C(CCNC(=O)c1ccccc1Cl)Nc1ccc(S(=O)(=O)Nc2ncccn2)cc1,16,1,-3,6,-3,-5,-3,-7,-3
Fc1ccc(OCc2nnc(SCCN3CCOCC3)o2)cc1,8,-7,3,8,3,-7[20 µM],5,-5,6
Cc1csc2nc(=O)c3ccccc3n12,-3,1,-6,7,5,-18[20 µM],0,-2,-5
CCC(Cc1ccccc1)NC(=O)CCn1cccc1 (stereo unspecified),11,16*,10,6,-3,-20[20 µM],0,-13,-4
Cc1ccc(S(=O)(=O)Nc2ccnc(-c3cccnc3)n2)cc1,22,-4,0,4,-7,-16,-1,0,4
Cc1cc(C)c(C#N)c(SCSCc2ccccc2)n1,15,1,8,-1,0,-3[20 µM],-2,-4,-3
Cc1nn(C)cc1CNC(=O)Nc1cccc(Cl)c1,28,-2,-4,10,-4,-9[20 µM],6,2,0
CSCCC1(C(=O)O)NC(c2ccccc2O)C2C(=O)N(C(C)C)C(=O)C21 (stereo unspecified),11,-1,-4,11,-9,-4,-2,1,-4
COc1ccc([N+](=O)[O-])cc1NC(=O)c1ccco1,5,5,-12,10,-10,-21,4,-11,-3
CCOc1cc(C(=O)N2CCN(C/C=C/c3ccccc3)CC2)cc(OCC)c1OCC,-1,-10,-8,4,-1,-8[20 µM],8,-4,6
CN1/C(=C\C(=O)COC(=O)c2ccc(O)c(O)c2)C(C)(C)c2ccccc21,18,9,-9,11,-15,-22,51*,-162,52*
COc1ccc(-c2csc(-c3cccnc3)n2)cc1C,3,3,-3,12,-6,-12,3,-8,-4
COc1ccc(C(=O)NCC(=O)NCCc2c[nH]c3ccccc23)cc1OC,15,-2,8,1,-14,-9,3,-4,3
Cc1nn(-c2ccccc2)c(Cl)c1/C=N/Nc1nncc(=O)[nH]1,21,-3,-20,10,-9,-9,1,-3,0
C/C(Cc1ccccc1)=N\NC(=O)CNC(=O)/C=C\c1ccccc1,4,-6,1,3,-5,-6,-2,-4,6
Cc1cc(C)c(/C=C(\C#N)C(N)=S)c(C)c1,46,3,-15,7,-2,0,5,-15,-1
Cc1cc(N(C)NC(=S)Nc2ccccc2)nc(C)n1,18,-4,-3,2,-8,-10,7,-5,2
CCOCCCNC(=S)N1CCN(Cc2ccco2)CC1,8,3,4,5,0,-20,-1,-6,-1
C/C(=N/NC(=O)c1cccs1)c1c(C)[nH]n(-c2nc3ccccc3s2)c1=O,77*[5 µM],-98,-10,8,-5,-7,49*,-17,48*
CCN(CC(=O)Nc1ccc(C(=O)OC)cc1)Cc1ccccc1,29,-1,-2,5,-5,-32,7,-7,0
Cn1c(C(=O)OC(C(=O)NC2CCCC2)c2ccncc2)cc2sccc21 (stereo unspecified),9,-6,3,13&7,-7,-9,4,-3,4
Cc1ccc(C)c(N(CC(=O)NC2CCCC2)C(=O)c2cc3cc4cc(C)ccc4nc3s2)c1,10,5,-3,9,-2,-20,-1,0,-6
Cc1cccc(OC(=O)c2cncc(Br)c2)c1,12,3,2,13,-9,-22,5,-9,-1
C=CCn1c(N2CCCC2)nc2c1c(=O)[nH]c(=O)n2C,4,-4,11,5&6,-1,-3,11,-14,5
COc1cc(CNCc2cccs2)ccc1OCC(=O)NC(C)(C)C,7,-5,2,8,-3,-18[20 µM],9,-7,2
CC1C(=O)CC(c2ccco2)NC1c1ccco1 (stereo unspecified),18,1,2,11,-12,-22[20 µM],5,-6,0
COc1cccc(N2C(C(C)=O)=NN(c3ccccc3)C2c2ccc(N3CCOCC3)cc2)c1 (stereo unspecified),16,4,-17,11,-6,-9,5,-21,-4
CCN(CC)CCCNC(=O)C1CCN(c2ncnc3c2sc2cccc(F)c23)CC1,9,9,-22,10,-9,-7,8,8,1
CCOC(=O)N1CCN(C(=S)NC(=O)c2ccc(F)c(F)c2)CC1,11,4,-3,10,-2,-33,2,-2,-3
O=C(CNC(=O)c1ccc(Br)cc1)NCCc1nc2ccccc2[nH]1,3,2,1,3,4,-2[20 µM],1,-234,-6

Quoted from the listing, two compounds:
SMILES,PPC-1+TRAIL kill,p97 inhibitor,TbHK1 inh,EP2 antag,RBBP9 inh,Furin inh,BaF3 parental,NCF1 inh,Ba/F3 V617F tox
C/C(=N/NC(=O)c1cccs1)c1c(C)[nH]n(-c2nc3ccccc3s2)c1=O,77*[5 µM],-98,-10,8,-5,-7,49*,-17,48*
CCN(CC(=O)Nc1ccc(C(=O)OC)cc1)Cc1ccccc1,29,-1,-2,5,-5,-32,7,-7,0

Carrying on:
SMILES,PPC-1+TRAIL kill,p97 inhibitor,TbHK1 inh,EP2 antag,RBBP9 inh,Furin inh,BaF3 parental,NCF1 inh,Ba/F3 V617F tox
COc1ccc(Cl)cc1NC(=O)CN1CCC(n2nnc3cc(F)ccc32)CC1,-2,-1,-3,17&7,-2,-19,4,-11,3
COc1ccc(C(=O)Cc2cc(OC)c(OC)cc2C(=O)c2ccccc2F)cc1OC,-10,-1,-25,1,-10,-20,8,-1,3
CCCCCCc1cc2cc(C(=O)OCC)c(=O)oc2cc1O,-7,-3,-3,4,-8,-57,-2,1,-1
CCN(c1ccccc1)S(=O)(=O)c1cccc(C(=O)NCC(c2cccs2)N(C)C)c1 (stereo unspecified),2,-6,10,3,-2,-7,3,-2,5
CSc1ncccc1C(=O)OCC(=O)N1CCOCC1,-3,8,-5,6,-5,-15,-1,2,-4
COc1ccc(OCC(O)CNC(=O)Nc2cccc3ccccc23)cc1 (stereo unspecified),9,3,-2,15,-6,-15,-1,-8,-2
CCOC(=O)C1C(=O)NC(N2CCCCC2)=NC1c1ccccc1 (stereo unspecified),-17,1,-3,6,-5,-28,2,2,-2
Cc1cc(C(c2nnnn2Cc2ccccc2)N2CCOCC2)c(C)n1-c1ccc2c(c1)OCO2 (stereo unspecified),4,-1,-8,9,-1,-4,3,-11,2
Cc1ccccc1NC(=O)C1CCCN(S(=O)(=O)c2c(C)noc2C)C1 (stereo unspecified),-12,7,-3,13,-7,-22,-1,-8,-4
CC(=O)Nc1cc(-c2nn(C)c(=O)c3ccccc23)ccc1N1CCOCC1,0,-3,-3,.,-3,-3[20 µM],6,2,2
CSCC[C@H](NC(=O)Nc1ccccc1C)C(=O)O,13,6,-5,4,-8,-18,-4,-8,-3
N#CCCn1cnc2ccccc21,5,-1,-9,3,2,-11[20 µM],2,3,-2
Cc1cc(C)n(-c2ccc(C(=O)OCC(=O)N(CC(C)C)C3CCS(=O)(=O)C3)cc2)n1 (stereo unspecified),5,-3,-13,4,-3,-17,6,2,1
N/C(Cc1cccs1)=N\OC(=O)COc1ccc(Br)cc1,16,2,1,13,3,-8[20 µM],2,-9,0
CC(C)N1C(=O)CCC1C(=O)NCc1ccco1 (stereo unspecified),10,2,0,5,-2,-44,8,.,-1
Cn1c(CN2CCOCC2)nc2cc(NC(=O)c3ccccc3Cl)ccc21,11,-2,0,-3,-13,0[20 µM],3,-7,0

Only part of the results is shown, so the mix of outcomes need not match the whole.
